M1 ag parental = nonselective activator or artifact in parental CHO-K1 cells; Fluo-8 calcium fluorescence; scaled to maximal ATP response, vehicle zero; activation, % at 3 µM; 360,000 compounds, 0.48% hits; AID 602248; in the data active = activation above about 15%;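 note: untransfected CHO-K1 host cells lacking M1 receptor as counterscreen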
CHO-K1 Ca antag = nonselective inhibitor or artifact in parental CHO-K1 cells. inhibition, % at 3 µM. 360,000 compounds, 0.6% hits. AID 602250. ATP-induced calcium, Fluo-8 fluorescence;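 active = inhibition above a per-plate cutoff, the plate's mean sample inhibition plus 3 SD, cut at about 24% in these data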;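 note: 0% = DMSO plus EC80 ATP and 100% = DMSO alone without ATP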
CHRM1 antagonist = antagonists of human M1 muscarinic receptor. inhibition, % at 3 µM. 360,000 compounds, 1.3% hits. CHO-K1 hM1, Fluo-8 calcium fluorescence, ACh EC80 antagonist;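 active = percent inhibition above its own plate's cutoff, namely the mean of that plate's compound wells plus 3 SD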;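 note: peak over basal fluorescence ratio during 140 s after agonist addition; 0% = ACh EC80 plus DMSO and 100% = DMSO alone without agonist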
CHO parental Ca = counter-screen for OX1R antagonists: effect in parental CHO cells. inhibition, % at 5.6 µM. 330,000 compounds, 0.63% hits. AID 463079. parental CHO-K1, ATP-induced calcium, Fluo-8 fluorescence;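 active = inhibition above that plate's mean sample inhibition plus 3 SD, cut at about 26% in these data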;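 note: 0% = ATP-challenged DMSO wells and 100% = DMSO wells without ATP; some compounds past the cut are filed as inactive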
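Material: parental CHO cells / Compound: single nominal dose of 5.6 µM per compound / Signal: Fluo-8 fluorescence / Replicates: singlicate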
M4 antag = blocks acetylcholine activation of human M4 receptor; P08173; CHO-hM4 cells, ACh EC80, Fluo-8 calcium fluorescence; AID 624125; 360,000 compounds, 0.73% hits; inhibition, % at 3 µM;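 active = inhibition above its plate's cutoff, the mean inhibition of sample wells plus 3 SD, cut at about 27% in these data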;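 note: 0% = acetylcholine EC80 with DMSO and 100% = DMSO without agonist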
Target sequence (P08173 whole entry, looked up): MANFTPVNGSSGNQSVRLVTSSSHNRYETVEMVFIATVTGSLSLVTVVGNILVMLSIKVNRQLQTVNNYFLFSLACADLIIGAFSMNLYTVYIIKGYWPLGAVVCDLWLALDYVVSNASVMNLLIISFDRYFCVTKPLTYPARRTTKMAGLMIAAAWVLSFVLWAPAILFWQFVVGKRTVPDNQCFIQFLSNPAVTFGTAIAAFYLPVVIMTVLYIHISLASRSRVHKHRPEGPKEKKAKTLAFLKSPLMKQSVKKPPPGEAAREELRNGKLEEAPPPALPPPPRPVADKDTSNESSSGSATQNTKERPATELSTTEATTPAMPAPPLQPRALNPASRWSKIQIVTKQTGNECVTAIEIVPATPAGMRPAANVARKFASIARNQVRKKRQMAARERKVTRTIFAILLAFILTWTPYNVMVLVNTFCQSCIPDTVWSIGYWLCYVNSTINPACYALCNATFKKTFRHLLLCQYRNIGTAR
M1 PAM = potentiates human M1 receptor response to acetylcholine; P11229; CHO-K1 hM1, Fluo-8 calcium fluorescence, ACh EC20; 0% = ACh EC20, 100% = maximal ACh; activation, % at 3 µM; 360,000 compounds, 0.088% hits; AID 588819; in the data active = activation above about 19%, passing the limit was not always enough
CHRM1 agonist = activates human CHRM1 receptor | P11229 | CHO-K1 hM1, Fluo-8 calcium fluorescence, agonist mode; 0% DMSO, 100% acetylcholine EC100 | activation, % at 3 µM | 360,000 compounds, 0.33% hits | AID 588814;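 active = activation above the run's mean compound activation plus 3 SD, cut at about 16% in these data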;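 note: peak over basal fluorescence ratio within a 140 s kinetic read after compound addition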
CHRM4 agonist = agonists of human muscarinic M4 receptor (CHRM4); AID 624127; 360,000 compounds, 0.14% hits; P08173; activation, % at 3 µM; CHO-K1 hM4/Gqi5, Fluo-8 calcium fluorescence; vehicle 0%, full acetylcholine response 100%;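 active = activation above the run mean over all test wells plus 3 SD, cut at about 32% in these data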;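 note: peak over basal fluorescence ratio per well then scaled between controls; 0% = DMSO wells and 100% = acetylcholine at EC100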
OXTR potentiator = potentiators of human oxytocin receptor | P30559 | CHO-OTR cells, Fluo-8 calcium fluorescence, potentiator mode; 0% = oxytocin EC15, 100% = EC100 | activation, % at 3 µM | 320,000 compounds, 0.061% hits | AID 2445;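 active = activation above that plate's cutoff, the mean activation of tested compounds plus 3 SD, cut at about 6.6% in these data, passing the limit was not always enough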;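 note: 100% uses oxytocin at 75 nM as the full agonist control; some results filed as inactive read as strong as hits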
Target sequence (P30559 whole entry, looked up): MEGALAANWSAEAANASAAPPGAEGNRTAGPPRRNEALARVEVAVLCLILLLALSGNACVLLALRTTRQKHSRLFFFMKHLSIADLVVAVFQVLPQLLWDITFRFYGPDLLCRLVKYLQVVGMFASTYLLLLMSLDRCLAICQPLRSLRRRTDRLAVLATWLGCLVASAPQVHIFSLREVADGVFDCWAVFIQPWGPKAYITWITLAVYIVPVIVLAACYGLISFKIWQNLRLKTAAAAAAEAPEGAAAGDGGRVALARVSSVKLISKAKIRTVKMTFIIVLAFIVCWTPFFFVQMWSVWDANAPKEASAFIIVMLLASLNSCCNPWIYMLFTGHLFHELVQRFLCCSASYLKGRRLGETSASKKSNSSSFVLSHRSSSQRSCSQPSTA
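test system = CHO-OTR cells, human receptor | compound = single-point 3.0 µM | schedule = 6 min compound pre-incubation at room temperature, 100 s kinetic read | signal = Fluo-8 no-wash calcium dye fluorescence, excitation 470-495 nm, emission 515-575 nm | repeats = single well per compound, singlicate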
Numbers without * were called inactive; x = not tested or not shown.

Below each SMILES – M1 ag parental | CHO-K1 Ca antag | CHRM1 antagonist | CHO parental Ca | M4 antag | M1 PAM | CHRM1 agonist | CHRM4 agonist | OXTR potentiator
1	COCCn1c(SCc2nnc(-c3ccc(OC)c(OC)c3)o2)nnc1-c1ccncc1
  1.0 | -11.8 | -2.0 | -11.4 | -1.4 | -2.0 | -2.9 | 0.5 | -1.6
2	CC(C)CC(N=C1NC(C)(C)Cc2ccccc21)C(=O)O (stereo not drawn)
  0.5 | -11.7 | -7.2 | -5.2 | -9.2 | 9.3 | -5.4 | 0.3 | -7.6
3	OC(COc1cccc(OCC(O)CN2CCCC2)c1)CN1CCCC1 (stereo not drawn)
  0.3 | -20.1 | -8.5 | -7.4 | -11.4 | -1.6 | -14.7 | -0.1 | 6.5
4	Cc1ccc(NC(=S)NCCN2CCOCC2)cc1
  0.3 | 10.1 | -10.9 | -20.1 | 2.2 | 9.3 | -4.0 | 0.8 | -3.9
5	CCOc1ccc(S(=O)(=O)N2CCC(C(=O)N3CCN(c4ccccc4F)CC3)CC2)cc1C
  2.2 | -11.2 | 2.3 | -8.6 | -2.5 | -2.8 | -6.2 | 5.3 | -9.4
6	O=C(c1ccc(NC(=O)C2(c3ccccc3)CCCC2)cc1)N1CCOCC1
  1.0 | -1.9 | -11.5 | -11.3 | -5.7 | 11.1 | -1.3 | 2.0 | -2.4
7	O=C(COCC(=O)N/N=C/c1ccccc1F)N/N=C/c1ccccc1F
  0.0 | -6.1 | 3.4 | -21.0 | 6.2 | 5.7 | -5.0 | -0.8 | -8.3
8	CC(C)N(CCc1ccncc1)C(=O)Nc1ccc(F)cc1
  0.6 | -5.6 | -11.7 | 1.2 | -6.1 | 6.9 | -3.0 | 0.5 | -2.5
9	O=C(NC1CCCCC1)c1cccnc1Sc1ccccc1Cl
  0.3 | -18.3 | 4.4 | -14.7 | -4.5 | 2.5 | -3.7 | 2.4 | -2.9
10	Cn1c(Cn2c(=O)sc3ccccc32)nnc1SCc1cccc(F)c1
  -0.1 | -0.1 | 0.0 | -12.6 | -8.1 | 0.3 | -0.1 | 1.5 | -5.5
11	CC1(C(=O)NS(=O)(=O)c2ccc(Cl)cc2)CCN1C(=O)c1ccccc1CCc1ccccc1 (stereo not drawn)
  -0.2 | -17.3 | -17.6 | x | 1.8 | 17.4 | 0.7 | -1.1 | x
12	CCOC(=O)/C(=N\NC(=O)c1ccccc1)c1ccccc1
  2.3 | -9.0 | -0.7 | -23.7 | -6.5 | 3.3 | -3.9 | 2.8 | -4.3
13	Cc1ccc(-c2ccc(/C=C/C(=O)c3ccccc3)o2)cc1
  1.3 | -3.5 | -3.0 | -0.9 | 2.4 | 4.7 | -4.6 | 0.4 | -4.2
14	CCNC(=S)NNC(=O)c1ccccc1Cl
  0.7 | -5.3 | -4.3 | 6.3 | 9.8 | -1.9 | -3.2 | 0.2 | -3.8
15	COC(=O)c1ccc(NC(=O)C2CCCN2C(=O)OCc2ccccc2)cc1 (stereo not drawn)
  2.0 | -1.7 | 3.4 | -10.0 | 10.3 | -1.6 | -1.4 | 4.0 | 4.6
16	COc1cc2c3nnc(-c4ccc(F)cc4)c-3cn(Cc3cccc(F)c3)c2cc1OC
  -0.5 | 0.1 | -4.7 | -7.9 | -2.8 | 6.8 | -7.7 | 0.3 | -9.6
17	CCOC(=O)C1CCN(C(=O)c2ccc3c(c2)S(=O)(=O)c2ccccc2C3=O)CC1
  4.9 | -19.7 | -7.2 | -30.1 | -0.3 | -0.7 | -10.6 | 2.1 | -4.0
18	Cc1ccc(C(=O)NCCNC(=O)COc2ccccc2Cl)cn1
  -0.2 | -7.5 | -10.3 | -2.7 | 7.5 | 22.4 | 0.8 | 1.4 | -3.5
19	O=C(Nc1ccc(C(=O)O)cc1)/C(=C\c1ccccc1)NC(=O)c1ccco1
  1.0 | -0.2 | -12.4 | -8.1 | -4.8 | 12.8 | -5.1 | 0.0 | 3.4
20	CCN(c1ccccc1)S(=O)(=O)c1ccc(C(=O)NCc2ccccn2)cc1
  2.6 | 0.3 | -16.2 | x | -8.8 | 12.3 | -1.9 | 2.2 | x

Going on with the list:
Below each SMILES – M1 ag parental | CHO-K1 Ca antag | CHRM1 antagonist | CHO parental Ca | M4 antag | M1 PAM | CHRM1 agonist | CHRM4 agonist | OXTR potentiator
21	CCCCN1C[C@H](CSC)[C@@H](CC(=O)Nc2ccc(Br)cc2)C1=O
  1.0 | -6.4 | 4.8 | x | -6.6 | -4.8 | -5.5 | 3.6 | x
22	CCOC(=O)C1=c2/c(=C/c3ccncc3)c(N)c(C(=O)OC)n2C(=O)C(c2ccncc2)S1 (stereo not drawn)
  0.5 | -4.1 | -9.3 | -20.5 | 6.5 | 4.8 | -4.4 | 0.7 | 2.8
23	Cn1c(Cn2c(=O)sc3ccccc32)nnc1SCC(=O)NCc1ccc2c(c1)OCO2
  0.5 | -1.9 | -1.6 | -13.1 | -2.4 | 0.2 | -5.8 | 1.1 | -7.2
24	Fc1ccccc1CN1CCCCCCC1
  0.4 | -16.4 | 4.6 | -9.8 | -1.9 | -4.7 | -11.8 | -0.2 | -8.6
25	COc1ccc(/C=N/NC(=O)c2cccnc2)cc1CN1CCN(c2ccc(F)cc2)CC1
  0.7 | -6.0 | -3.9 | -19.5 | -6.3 | -0.7 | -8.5 | 2.6 | 2.7
26	CCOC(=O)C1C(=O)CC(C)(O)C(C(=O)OCC)C1c1cccs1 (stereo not drawn)
  0.5 | -7.7 | -1.3 | -20.9 | -5.2 | 3.1 | -1.8 | 0.1 | 1.5
27	CCOc1ccc2nc(SCC(=O)Nc3nonc3C)[nH]c2c1
  -0.4 | -8.1 | 7.8 | 4.2 | -7.7 | -2.9 | -4.8 | 1.6 | -10.5
28	CC(C)c1ccc2oc(=O)cc(CN3CCN(Cc4ccccc4)CC3)c2c1
  -0.2 | 0.7 | -7.3 | -15.4 | 4.3 | 3.9 | -6.8 | 5.8 | -9.0
29	Cc1ccc(C(=O)NC(C)c2ccccc2)cc1Br (stereo not drawn)
  0.0 | -11.7 | -18.2 | 3.7 | -25.5 | -2.5 | -9.5 | -1.2 | -7.5
30	O=C(N/C(=C/c1ccco1)C(=O)N1CCc2ccccc21)c1ccco1
  1.0 | -15.3 | -15.5 | -18.2 | 1.9 | 10.1 | -2.6 | 1.9 | -3.0
31	CCOC(=O)c1c(C)[nH]c(C)c1C(=O)COC(=O)c1cccs1
  5.0 | -2.6 | -13.0 | -22.3 | -13.9 | 1.5 | -2.2 | 4.6 | -7.5
32	Cc1cccc(CCNC(=O)c2oc3c(C)c(C)ccc3c2C)n1
  0.8 | -11.2 | -3.7 | -26.4 | -7.9 | -3.9 | -7.2 | 2.4 | -2.3
33	CCC(C(=O)NC1CCCC1)N(C(=O)Cn1nnc(-c2ccc(C)cc2)n1)C1CCCC1 (stereo not drawn)
  0.6 | -6.0 | -2.4 | -29.9 | -0.7 | 0.4 | -4.7 | 0.4 | -16.4
34	C=C[C@@H]1c2c(F)cccc2N(S(=O)(=O)c2ccc(C)cc2)[C@H](c2ccc(OC(C)=O)cc2)C1(C#N)C#N
  0.0 | -16.8 | 3.6 | -15.8 | 8.2 | 2.0 | -1.4 | 1.4 | -4.5
35	CC(CN1CCN(c2ccccc2)CC1)c1ccccc1 (stereo not drawn)
  -0.4 | 11.2 | -2.4 | -9.8 | -2.0 | -1.0 | -7.5 | -2.7 | 4.6
36	COc1cc2c(cc1OC)C(C)N(CCN1C(=O)c3ccccc3C1=O)CC2 (stereo not drawn)
  0.1 | -7.4 | -19.3 | -11.0 | -3.5 | 6.2 | -6.3 | -0.5 | -2.6
37	CC1CCc2c(sc(NC(=O)CCC(=O)O)c2C(=O)NC2CC2)C1 (stereo not drawn)
  0.2 | -5.4 | 1.1 | -2.2 | -7.9 | 4.5 | -1.9 | 1.1 | 0.8
38	CN1c2ccccc2N(C)C1c1ccc2c(c1)OCO2
  0.6 | 10.8 | 29.8 | -12.1 | 19.5 | -12.0 | -4.9 | -0.4 | 6.4
39	Cc1ccc(NC(=O)CN(C)S(=O)(=O)c2cccc3nsnc23)cc1C
  1.1 | 8.3 | -2.0 | -26.5 | -3.4 | 4.4 | -1.6 | 6.7 | -13.4
40	Cc1cccc(C)c1NC(=O)C(NC(=O)c1ccccn1)c1ccc([N+](=O)[O-])cc1 (stereo not drawn)
  -0.3 | -2.0 | -26.8 | -22.0 | 2.0 | 0.6 | -0.8 | 0.0 | -9.5

A section of the results above, as a working copy:
Below each SMILES – M1 ag parental | CHO-K1 Ca antag | CHRM1 antagonist | CHO parental Ca | M4 antag | M1 PAM | CHRM1 agonist | CHRM4 agonist | OXTR potentiator
21	CCCCN1C[C@H](CSC)[C@@H](CC(=O)Nc2ccc(Br)cc2)C1=O
  1.0 | -6.4 | 4.8 | x | -6.6 | -4.8 | -5.5 | 3.6 | x
22	CCOC(=O)C1=c2/c(=C/c3ccncc3)c(N)c(C(=O)OC)n2C(=O)C(c2ccncc2)S1 (stereo not drawn)
  0.5 | -4.1 | -9.3 | -20.5 | 6.5 | 4.8 | -4.4 | 0.7 | 2.8
23	Cn1c(Cn2c(=O)sc3ccccc32)nnc1SCC(=O)NCc1ccc2c(c1)OCO2
  0.5 | -1.9 | -1.6 | -13.1 | -2.4 | 0.2 | -5.8 | 1.1 | -7.2

Continued:
Below each SMILES – M1 ag parental | CHO-K1 Ca antag | CHRM1 antagonist | CHO parental Ca | M4 antag | M1 PAM | CHRM1 agonist | CHRM4 agonist | OXTR potentiator
41	CCn1cc(CN2CCC(C(=O)Nc3ccc(Oc4ccccc4)nc3)CC2)cn1
  0.1 | 4.9 | 0.5 | -6.7 | 0.0 | 0.5 | -6.2 | 2.8 | 0.3
42	C[C@H](CO)N1C[C@H](C)[C@@H](CN(C)Cc2ccncc2)OCCCC[C@H](C)Oc2ccc(NC(=O)CCCN(C)C)cc2C1=O
  0.3 | 15.3 | -4.7 | x | -2.7 | 12.5 | -10.2 | 0.6 | x
43	COc1ccc(OC)c(-c2csc(N3CCC(c4ccccc4)CC3)n2)c1
  0.4 | -6.5 | -2.5 | 15.4 | -6.8 | 3.1 | -3.7 | 2.1 | -9.7
44	Clc1cc2cccnc2c2ncccc12
  -0.1 | 6.5 | -10.2 | -8.8 | -5.6 | 5.1 | -2.1 | -0.4 | -2.5
45	Cc1nc(C)c(Cc2ccccc2Cl)c(=O)[nH]1
  1.0 | -0.6 | 16.1 | -11.9 | 4.6 | -6.4 | -2.3 | 0.1 | -1.3
46	CC1CC(C)CN(C(=O)c2ccc3c(c2)N(Cc2ccccc2)CCS3)C1 (stereo not drawn)
  -0.6 | 8.5 | -4.8 | 47.0* | 7.2 | -0.7 | -9.7 | -0.5 | -9.3
47	COc1ccc(NC(=O)/C=C/c2ccco2)cn1
  2.9 | -2.6 | -6.2 | -13.9 | -2.2 | 8.6 | -8.2 | 1.8 | -7.4
48	Cc1cccc(C)c1N(CC(=O)N(C)Cc1ccccc1)S(C)(=O)=O
  0.7 | -6.9 | 2.0 | -11.9 | 3.9 | 0.2 | -4.1 | 0.9 | -7.8
49	CC(=O)c1ccc(N(CC(=O)NC2CCCC2)C(=O)CNC(=O)c2ccco2)cc1
  1.7 | -10.8 | -9.3 | -1.6 | -2.9 | 6.9 | -3.7 | 0.8 | 4.0
50	COC(=O)c1ccc(OCc2cc(=O)n3ccsc3n2)cc1
  0.1 | -3.5 | -7.8 | -11.5 | -5.5 | 8.2 | -1.6 | 0.5 | -7.8

High-throughput results from PubChem.
